Bioassay records from PubChem.
Hsp70 inhibitors = Hsp70 inhibitors, probe displacement, primary screen, biochemical, fluorescence polarization (AID 583) | Heat shock 70 kDa protein 1A (Homo sapiens) | displacement, % at 20 µM; hits with a dose series show IC50 in µM | Hsp70 fluorescence polarization probe displacement, mP; higher % means a stronger effect | 0.06% of 140,000 active; in the data active = displacement above about 50%;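 also: plate controls were vehicle for no effect and reference ligand for full effect; a part of the inactive calls stands beside numbers as strong as those of hits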
Rat MKP-3 inhibitors = MKP-3 phosphatase inhibitors, primary screen, biochemical, rat enzyme, in vitro (AID 425); 0.17% of 110,000 active; one-dose inhibition, % at 20 µM; IC50 in µM for titrated hits; recombinant MKP-3 phosphatase activity, fluorescence; higher % means a stronger effect; Dual specificity protein phosphatase 6 (Rattus norvegicus); in the data active = inhibition above about 50%;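 also: plate controls were vehicle for no effect and reference inhibitor for full effect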
* marks the source's active call; other numbers are inactive results; · = no result given; & = joins results of further samples. These rows are one share of the data (hit frequency here may not be typical).

SMILES	Hsp70 inhibitors	Rat MKP-3 inhibitors
CCOC(=O)C(CCCCCOc1c(C)cccc1C)C(=O)OCC	3.3%	2%
O=C(c1ccco1)N1CCN(C(=O)C2CCN(S(=O)(=O)c3cnc[nH]3)CC2)CC1	-1.5%	-2%
COc1ccc(NC(=O)Nc2cc(C)ccc2F)cc1	-1.7%	·
O=C(O)/C=C/C(=O)Nc1ccc(OC(F)(F)Cl)cc1	3.4%	2%
COc1ccc(-n2c(Cc3cccn3C)nnc2SCC(=O)NCc2ccccc2Cl)cc1	-5.1%	-7%
CCOc1ccccc1C(=O)NCCCN1CCN(CCCNC(=O)c2ccccc2OCC)CC1	7.2%	2%
Cc1ccc(Cl)cc1N1CCN(C(=O)CCC(=O)O)CC1	-0.4%	0%
CC(/C=C/c1ccco1)=N/NC(=O)CNc1ccc(C)cc1	2.0%	1%
Cc1onc(-c2ccccc2)c1C(=O)NCCN1CCOCC1	4.9%	-2%
Cc1cc(C)nc(-n2nc(C)c(C3(O)C(=O)Nc4ccccc43)c2N)n1 (stereo not given)	4.5%	-8%
O=C(Nc1ccccc1C(F)(F)F)c1cncc(Br)c1	-1.6%	8%
Cc1cc(C)n2nc(C(=O)OCCOc3ccc(Br)cc3)nc2n1	3.0%	1%
Cc1cnn(-c2nc(-c3cccs3)cc(C(F)(F)F)n2)c1	-2.8%	6%
O=C1OC(c2cccc(Cl)c2)=N/C1=C\c1ccccc1[N+](=O)[O-]	2.3%	1%
O=c1[nH]nnc2sc3c(c12)CCCC3	1.6%	5%
CCOC(=O)CN1C(=O)C(O)(CC(=O)c2ccccn2)c2ccccc21 (stereo not given)	·	-4%
Cc1cn(S(=O)(=O)c2cc([N+](=O)[O-])ccc2C)cn1	3.4%	-1%
CCOC(=O)c1sc(NC(C)=O)cc1C	0.0%	-7%
COc1ccc(CNC(=O)c2cccc(F)c2)cc1	5.1%	-6%
Cc1cc(C)c2nc(C(F)(F)F)c(C#N)c(N)c2c1	-0.8%	·
Cc1ccc(-c2noc(CCC(=O)NC3CCN(Cc4ccccc4)CC3)n2)cc1	-0.5%	5%
CCN(CC)C(=O)CSc1nnc(-c2ccccc2)o1	-0.8%	·
Cc1ccc(-c2nnn(CC(=O)N(Cc3ccco3)C(C(=O)NC3CCCC3)c3cccs3)n2)o1 (stereo not given)	-5.6%	·
CCn1cc([N+](=O)[O-])c(C(=O)N2N=C(c3ccc4ccccc4c3)CC2c2cc(Br)ccc2O)n1 (stereo not given)	4.9%	·
CCCCCCNc1cc2n(c(=O)n1)CCc1cc(OC)c(OC)cc1-2	3.5%	-4%
Cc1ccc(NC2=C(Cl)C(=O)OC2OC(=O)c2ccco2)cc1 (stereo not given)	3.5%	·
COc1ccc2oc(=O)c(C(=O)NCc3ccc4c(c3)OCO4)cc2c1	-0.5%	·
COc1ccc(OCC(=O)Nc2ccc3oc(-c4ccc(Cl)cc4Cl)nc3c2)cc1	2.2%	1%
COc1cc(OC)cc(C(=O)Nc2ccc3c(c2)COC3=O)c1	-3.9%	-5%
Cc1c(C(=O)N2CCCC2)sc(NC(=O)c2ccc(Cl)cc2)c1C#N	5.1%	·
O=c1[nH]c(CSc2nnc(-c3ccco3)n2-c2ccccc2)nc2sc3c(c12)CCC3	-2.5%	-9%
Cn1c(=O)c2c(nc(SCc3ccccc3)n2Cc2ccc(Cl)cc2)n(C)c1=O	-4.6%	·
O=C1C(=O)N(c2nncs2)C(c2ccc(F)cc2)/C1=C(\O)c1ccccc1 (stereo not given)	-4.4%	2%
CCCC12CN3CC(C)(CN(C1)C3c1ccc(OC(C)C)cc1)C2=O (stereo not given)	-3.5%	-6%
CCCC1S/C(=N/N=C/c2ccc(OC)cc2)N(Cc2ccccc2)C1=O (stereo not given)	-5.2%	·
O=C(Nc1ccc(I)cc1Cl)c1ccc2c(c1)OCCO2	1.5%	0%
Cc1cc(NC(=O)CN2CCN(S(=O)(=O)c3ccc4ccccc4c3)CC2)no1	0.8%	·
CCC(C(=O)NC(c1ccccc1)c1ccccc1)c1ccccc1 (stereo not given)	-1.9%	1%
COc1cc2c3c(c1)c(C1=NC(=S)NC1=O)c(O)n3C(C)(C)C=C2C	14%	·
Cc1c(C(=O)N2CC(C)OC(C)C2)sc2nc(-c3ccccc3)cn12 (stereo not given)	-3.4%	-8%
CCCCOCCCNS(=O)(=O)c1ccccc1	2.2%	3%
CCS(=O)(=O)n1nc(-c2ccc(Cl)cc2)nc1SC	-2.4%	·
O=C(Cc1ccsc1)NCC(c1ccco1)N1CCCCC1 (stereo not given)	1.2%	-1%
c1ccc(Cn2nnnc2C(c2cccs2)N2CCSCC2)cc1 (stereo not given)	3.5%	-7%
Cc1cc(C(=O)COc2ccc(-c3nnco3)cc2)c(C)n1Cc1ccccc1	-2.0%	-2%
Cn1c(NCc2cccnc2)nc2c1c(=O)n(Cc1ccccc1F)c(=O)n2C	-2.2%	-4%
Cc1oc2cc(O)ccc2c(=O)c1N1C(=O)c2ccccc2C1=O	3.3%	10%
COC(=O)CSc1nnc(C)c(=O)[nH]1	4.1%	-8%
O=C(Nc1ccccn1)c1ccc(COc2ccccc2Cl)o1	-7.0%	·
CCCN(CCC)Cc1cc2ccccc2c2c1COC2	3.5%&-1.4%	3%
Next section.
SMILES	Hsp70 inhibitors	Rat MKP-3 inhibitors
COC(=O)C1C(=O)C2=C(CC1C)NC(=O)CC2c1ccccc1 (stereo not given)	0.6%	-1%
COc1ccc(CCNC(=O)CN(c2ccccc2C)S(C)(=O)=O)cc1OC	-0.6%	-2%
CCOC(=O)C(CC)Oc1ccc2ccc(=O)oc2c1 (stereo not given)	2.4%	6%
Cn1c2c(c(=O)n(C)c1=O)CN(Cc1ccc(F)cc1)CN2	-2.3%	9%
O=C(/C=C/c1ccccc1)C1=C(O)C(=O)N(c2ccccc2)C1c1ccccc1F (stereo not given)	0.1%	3%
CCCc1nc2ccccc2n1CCOc1ccccc1	-0.2%	·
O=C1NC(c2cc3c(cc2Cl)OCO3)Oc2ccccc21 (stereo not given)	-4.9%	0%
COc1ccc(CNC(=O)c2noc3c2CCCC3)cc1	1.1%	1%
COc1ccccc1NC(=O)CSc1nnnn1C	0.5%	-6%
CCCCn1cnc2c(cnn2-c2ccc(Cl)cc2)c1=O	-1.4%	-6%
Cc1sc(NC(=O)C2C3C=CC(C3)C2C(=O)O)c(C(N)=O)c1C (stereo not given)	-0.8%	3%
O=C(Cc1ccc2cccnc2c1)c1ccc(O)cc1O	2.5%	1%
CCCCCCC(=O)Nc1nnc(CC)s1	0.1%	·
CCC(C)NC(=O)C1CCC(=O)N(c2ccc3c(c2)OCO3)C1c1ccc(OC)cc1 (stereo not given)	-0.4%	-2%
C/C(=N\NC(=O)c1ccco1)c1ccc(N)cc1	0.1%	4%
COc1ccc(S(=O)(=O)N2CCC[C@H]2C(=O)NC2=NCCS2)cc1	-7.4%	·
CN(CCNC(=O)c1cn(C)c2ccc(S(=O)(=O)N(C)C)cc2c1=O)CCc1ccccc1	5.0%	0%
CCC(NS(=O)(=O)c1ccc(C)cc1)C(=O)O (stereo not given)	5.2%	-3%
O=C(/C=C/c1ccc2c(c1)OCO2)c1ccc(F)cc1	-5.0%	4%
O=C(N/C(=C\c1cn(-c2ccccc2)nc1-c1ccccc1)C(=O)N1CCOCC1)c1ccccc1	3.1%	0%

Quoted from the listing:
CCCc1nc2ccccc2n1CCOc1ccccc1 @ Hsp70 inhibitors = -0.2%
Cc1cc(C)c2nc(C(F)(F)F)c(C#N)c(N)c2c1 @ Hsp70 inhibitors = -0.8%
CCCCn1cnc2c(cnn2-c2ccc(Cl)cc2)c1=O @ Rat MKP-3 inhibitors = -6%
COc1ccc(-n2c(Cc3cccn3C)nnc2SCC(=O)NCc2ccccc2Cl)cc1 @ Hsp70 inhibitors = -5.1%

(cont.)
SMILES	Hsp70 inhibitors	Rat MKP-3 inhibitors
COc1ccccc1C(=O)n1nc(C)cc1C	3.8%	-1%
CC1=C(C(=O)OC(C)C)C(c2ccccc2Cl)C2=C(CCCC2=O)N1 (stereo not given)	2.1%	0%
COc1cccc(=O)c2c(C)oc(C)c12	42%	-8%
CCOC(=O)Cc1csc2nc3sc(C)c(C)c3c(=O)n12	-0.3%	-6%
Cc1cc(C23CC4CC(CC(C(=O)O)(C4)C2)C3)c(C)cc1C12CC3CC(CC(C(=O)O)(C3)C1)C2	-0.2%	4%
CCOc1cccc(C(=O)N(Cc2ccco2)C2CCS(=O)(=O)C2)c1 (stereo not given)	3.3%	7%
O=C(Nc1cccc2c1[nH]c1ccccc12)C(F)(F)F	0.9%	·
CCCNS(=O)(=O)c1ccc(OCC(=O)NCCCOC)cc1	-5.4%	-4%
CC(C)Cn1nc(NS(=O)(=O)c2ccccc2)c2cc3ccccc3nc21	-3.8%	2%
Cc1ccccc1NC(=O)C(=O)NNC(=O)c1ccccc1C	-1.2%	0%

Arranged by molecular weight (lowest first): 7 of the compounds above
SMILES	Hsp70 inhibitors	Rat MKP-3 inhibitors
COc1cccc(=O)c2c(C)oc(C)c12	42%	-8%
COc1ccccc1C(=O)n1nc(C)cc1C	3.8%	-1%
O=C(Nc1cccc2c1[nH]c1ccccc12)C(F)(F)F	0.9%	·
Cc1ccccc1NC(=O)C(=O)NNC(=O)c1ccccc1C	-1.2%	0%
CCCNS(=O)(=O)c1ccc(OCC(=O)NCCCOC)cc1	-5.4%	-4%
CC1=C(C(=O)OC(C)C)C(c2ccccc2Cl)C2=C(CCCC2=O)N1 (stereo not given)	2.1%	0%
Cc1cc(C23CC4CC(CC(C(=O)O)(C4)C2)C3)c(C)cc1C12CC3CC(CC(C(=O)O)(C3)C1)C2	-0.2%	4%

3 entries out of the list above, arranged by the value under Hsp70 inhibitors, lowest first:
SMILES	Hsp70 inhibitors	Rat MKP-3 inhibitors
CC(C)Cn1nc(NS(=O)(=O)c2ccccc2)c2cc3ccccc3nc21	-3.8%	2%
CCOC(=O)Cc1csc2nc3sc(C)c(C)c3c(=O)n12	-0.3%	-6%
Cc1cc(C23CC4CC(CC(C(=O)O)(C4)C2)C3)c(C)cc1C12CC3CC(CC(C(=O)O)(C3)C1)C2	-0.2%	4%

Continuation:
SMILES	Hsp70 inhibitors	Rat MKP-3 inhibitors
COc1ccc(NCc2nnc(SCC(=O)NCc3ccccc3)n2-c2ccccc2OC)cc1	-1.6%	·
CS(=O)(=O)N(Cc1ccc(Cl)cc1)c1ccc(C(=O)NCC2CCCO2)cc1 (stereo not given)	-2.0%	2%
CSCCC(NC(=O)c1ccc(C)o1)C(=O)O (stereo not given)	-0.7%&3.1%	-8%&0%
COc1ccc2c(c1)C1=NN(/C(C)=C/C(C)=O)C(c3ccc(F)cc3)C1CC2 (stereo not given)	-2.1%	4%
O=C(C1CCCN(S(=O)(=O)c2cccnc2)C1)N1CCN(c2ccccn2)CC1 (stereo not given)	-1.8%	-6%
O=C(N/N=C/c1ccccc1[N+](=O)[O-])c1cccc(Cl)c1	1.5%	0%
O=S(=O)(c1ccc2c(c1)nc(COc1ccc(Cl)cc1)n2CC1CCCO1)N1CCOCC1 (stereo not given)	-0.3%	-9%
c1ccc(-c2nc3c4ccccc4nc(N4CCN(c5ccccn5)CC4)n3n2)cc1	-3.1%	4%
CCOC(=O)c1cnc(SCC(=O)Nc2ccc(N3CCOCC3)c(Cl)c2)nc1N	2.3%	·
NC(=O)c1ccccc1N/C=C/C(=O)c1ccc(F)cc1	1.5%	·
N#Cc1cc2c(nc1SCC(=O)O)CCCC2	-1.7%	·
COc1cccc(-n2nnnc2SCC(=O)Nc2nc3c(s2)CCCC3)c1	9.5%	·
CCOc1ccc(S(=O)(=O)Nc2ccccc2SC)cc1	-1.0%	·
CCOC(=O)c1nnn(CC(=O)N2N=C(c3ccccc3)CC2c2ccccc2)c1C(=O)OCC (stereo not given)	1.2%	·
CS(=O)(=O)N(CC(=O)Nc1ccccc1C(=O)NCCc1ccccc1)c1ccc2c(c1)OCCO2	0.0%	·
Cc1ccc(C#CC#Cc2ccc(C)nc2)cn1	-0.5%	-14%
COc1ccc(C2C(C(=O)OC3CCCCC3)=C(C)Nc3nnnn32)c(OC)c1OC (stereo not given)	·	-14%
